High-throughput results as filed in PubChem.
CYP2C9 activ: increases human cytochrome P450 2C9 activity; recombinant CYP2C9, luciferin-H conversion, luminescence; active compounds read high; factor 1 = untreated enzyme, 0 = blocked; activation factor at 5 µM; 1.4% of 96,000 active; AID 1024;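 active = activation factor of 2 or more for CYP2C9 at a 5 µM dose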;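 note: 0 = sulfaphenazole-blocked wells and 1 = vehicle-only wells; values of inactives mirror those of a sister screen read the other way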
LYP inh 2: blocks human PTPN22 phosphatase activity | Q9Y2R2 | recombinant LYP catalytic domain, DiFMUP fluorescence | inhibition, % at 2 µM | AID 640 | 0.21% of 96,000 active;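 active = inhibition at 2 µM at or above a set limit, the screen mean plus 3 SD, cut at about 24% in these data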;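 note: 0% = DMSO with enzyme and 100% = enzyme fully blocked by orthovanadate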
Candida biofilm: kills Candida albicans biofilms; C. albicans biofilm + clotrimazole, Alamar Blue; inhibition, % at 6 µM; 0.14% of 85,000 active;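 active = inhibition above 20%; inactive = inhibition below 20%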;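 note: preformed 24 hr biofilms exposed to compound for 48 hr; 0% = biofilm without compound and 100% = blank killed by clotrimazole plus chlorhexidine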
CYP2C9 inhib: blocks human cytochrome P450 2C9 | P11712 | CYP2C9 Supersomes, luciferin-H conversion, luminescence | inhibition, % at 5 µM | 20% of 96,000 active | AID 777;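 active = blocking of liver enzyme CYP2C9 beyond about 50% at 5 µM, limit read from the data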; note: values of inactives mirror those of a sister screen read the other way
EphB4 ephrin blk: EphB4-ephrin-B2 interaction antagonism; P54760; AID 720; inhibition, % at 7 µM; 0.15% of 97,000 active; EphB4 LBD / TNYL-RAW-Alexa532 peptide, fluorescence polarization;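 active = inhibition above the screen-wide mean inhibition plus 3 SD, cut at about 15% in these data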;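 note: 0% = DMSO wells and 100% = excess unlabeled TNYL-RAW peptide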
Target sequence (P54760 whole entry, looked up, the tested form may be a part): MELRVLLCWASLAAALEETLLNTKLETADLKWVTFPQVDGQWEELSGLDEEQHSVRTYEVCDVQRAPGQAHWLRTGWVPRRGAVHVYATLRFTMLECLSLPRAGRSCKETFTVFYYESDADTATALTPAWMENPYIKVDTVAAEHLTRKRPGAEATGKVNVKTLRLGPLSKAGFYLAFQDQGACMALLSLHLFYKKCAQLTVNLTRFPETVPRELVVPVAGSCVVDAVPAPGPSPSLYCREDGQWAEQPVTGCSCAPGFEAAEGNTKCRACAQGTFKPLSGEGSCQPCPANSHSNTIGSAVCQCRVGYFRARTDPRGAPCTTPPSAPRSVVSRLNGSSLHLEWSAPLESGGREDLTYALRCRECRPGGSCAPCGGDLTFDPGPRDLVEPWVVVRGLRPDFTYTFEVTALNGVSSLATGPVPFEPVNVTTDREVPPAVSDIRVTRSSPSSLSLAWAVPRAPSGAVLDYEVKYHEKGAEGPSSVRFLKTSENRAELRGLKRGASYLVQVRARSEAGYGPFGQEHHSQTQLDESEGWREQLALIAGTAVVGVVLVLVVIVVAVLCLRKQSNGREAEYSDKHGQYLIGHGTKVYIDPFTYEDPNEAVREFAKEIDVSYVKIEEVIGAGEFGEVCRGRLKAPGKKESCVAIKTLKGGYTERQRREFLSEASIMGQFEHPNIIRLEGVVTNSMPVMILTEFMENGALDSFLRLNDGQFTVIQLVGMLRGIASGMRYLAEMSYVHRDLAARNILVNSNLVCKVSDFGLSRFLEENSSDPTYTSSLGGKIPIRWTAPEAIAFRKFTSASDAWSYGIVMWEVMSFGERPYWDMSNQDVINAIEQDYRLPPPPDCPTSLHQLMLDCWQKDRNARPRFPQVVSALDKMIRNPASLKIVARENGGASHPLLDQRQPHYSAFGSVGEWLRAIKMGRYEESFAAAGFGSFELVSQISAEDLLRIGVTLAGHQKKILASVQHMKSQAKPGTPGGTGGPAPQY
Plk1 PBD FP: inhibitors of human Plk1 polo box domain binding | AID 693 | 0.13% of 97,000 active | Plk1 PBD phosphopeptide binding, fluorescence polarization | inhibition, %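 (tested at about 20 µM)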 | P53350; in the data active = inhibition above about 34%, passing the limit was not always enough
Rev-RRE block: disrupts HIV-1 Rev binding to RRE RNA; Rev peptide-RRE RNA binding, FRET; inhibition, % at 8 µM; 0.79% of 97,000 active;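 active = inhibition above the screen-wide mean plus 3 SD, cut at about 35% in these data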;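 note: 0% = median DMSO wells and 100% = median Neomycin B control wells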
Target sequence (P05866 whole entry, looked up): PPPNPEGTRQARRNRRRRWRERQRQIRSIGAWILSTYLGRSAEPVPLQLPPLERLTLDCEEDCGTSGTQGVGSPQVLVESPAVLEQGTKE
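Test system – labelled RRE RNA duplex and labelled Rev peptide · Reagent – labelled Rev peptide · Doses – one concentration, 8 µM nominal · Incubation – 5 + 15 min at 25 °C · Signal – FRET fluorescence readout · Read-out basis – % inhibition of FRET ratio versus controls · Control set – DMSO wells as 0% and neomycin B wells as 100% inhibition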
PTPN22 act: activators of human LYP (PTPN22) phosphatase; Q9Y2R2; recombinant LYP, DiFMUP fluorescence; 0 = plate median, 100 = signal doubled; activation, % at 2 µM; 0.11% of 96,000 active; AID 697;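 active = activation at 2 µM above a set limit, the mean plus 5 SD, cut at about 37% in these data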
PLK1 inh: blocks human PLK1 kinase activity; P53350; recombinant PLK1 kinase, TR-FRET peptide phosphorylation; inhibition, % at 10 µM; 0.53% of 97,000 active;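 active = inhibition of 50% or more in the single-concentration screen; inactive = inhibition below 50%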;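 note: 0% = DMSO max control and 100% = H-89 dihydrochloride min control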
Active calls of the source: *; . = not tested or not shown.

SMILES	CYP2C9 activ	LYP inh 2	Candida biofilm	CYP2C9 inhib	EphB4 ephrin blk	Plk1 PBD FP	Rev-RRE block	PTPN22 act	PLK1 inh
CCCCC1=NN2C(=N)CC(=O)N=C2S1	0.9	3	.	12	-1	-9	13	0	-8
CCc1ccc(NC(=O)CSc2nnc(CNC(=O)c3c(F)cccc3Cl)o2)cc1	0.5	4	-3	52*	1	15	11	-1	-4
CC(C)(C)NS(=O)(=O)c1ccc(CCC(=O)Nc2cc(Cl)ccc2Oc2ccccc2)cc1	0.1	12	.	90*	2	-18	8	-14	-3
CCOc1ccc(C(C)C)cc1S(=O)(=O)n1nc(C)cc1C	0.1	-7	6	91*	5	5	5	7	-16
COc1ccc(-n2c(NC(=O)c3ccco3)c(C#N)c3nc4ccccc4nc32)cc1	0.5	-1	.	48	-1	12	37*	1	-7
COc1ccc(OC)c(S(=O)(=O)N(C)CC(=O)N2CCN(c3ccccc3F)CC2)c1	0.3	-12	2	68*	7	-17	4	11	-9
COc1ccc(C(=O)/C(=C/c2cccs2)c2nc3ccccc3o2)cc1	0.3	-2	3	69*	9	0	8	6	0
C=CCn1c(SCC(=O)Nc2ccccc2OC)nnc1-c1ccco1	0.9	6	10	10	-2	1	-4	-9	-9
CC1CCc2c(C(=O)Nc3nccs3)csc2C1 (stereo not drawn)	0.8	65*	3	15	-5	-3	3	-64	-17
CCOC(=O)C1=C(C)NC(C)=C(C(=O)OCC)C1C(=O)O	1	8	4	1	-1	-3	-1	-8	-3
O=C(O)c1cc2cc(Cl)cc(Cl)c2oc1=O	1.1	4	5	-6	7	0	14	-3	-9
CCc1ccc(C2C(C#N)=C(N)SC(N)=C2C#N)cc1	0.6	-6	.	44	-11	-6	41*	6	-13
Cc1cccc(C)c1N1CCc2cn[nH]c21	0.8	-4	4	17	-5	-4	-1	6	-7
COc1cccc(OC)c1OCCCc1c(C)n[nH]c1C	1.9	7	4	-90	0	-6	-1	-10	1
COC(=O)c1c(C(=O)OC)c2cccc3cc(-c4ccccc4)c4ccc1c4n32	0.7	-5	.	33	-5	16	0	3	-3
CNC(=O)c1ccc(CNC(=O)OCC(F)(F)F)cc1	0.9	-2	8	5	2	-27	6	0	-6
CC(=O)N1CCc2cc(NS(=O)(=O)c3cccs3)ccc21	0.1	6	3	89*	5	-8	5	-6	1
CCOC(=O)c1ccc(NC(=O)C2(c3ccc(Cl)cc3)CCCC2)cc1	0.7	9	.	33	-2	-32	9	-6	-9
COc1ccc(C(=O)Nc2oc(-c3ccccc3)c(-c3ccccc3)c2C#N)cc1OC	0.3	6	.	74*	8	-10	4	-9	-22
COCCNC(=O)c1cc2c3ccccc3n(C)c2s1	0.8	8	.	20	0	-12	0	-5	-13
N#CCSCC(=O)Nc1ccc(F)cc1	1	-5	0	0	1	-14	0	8	-7
CCOC(=O)C(NC(=O)c1ccccc1)(Nc1cc(C)on1)C(F)(F)F (stereo not drawn)	0.6	8	8	39	12	2	6	-9	-7
CN(C(=O)COc1nnc(-c2cccs2)c(-c2cccs2)n1)c1ccccc1	0.1	-1	3	90*	-12	7	6	1	-19
COc1ccc(C)cc1NC(=O)CCC(=O)Nc1nnc(C(F)(F)F)s1	0.5	-9	.	50*	-10	19	1	14	-5
COc1cccc(-c2nc3ccccc3c(=O)o2)c1	0.8	5	5	20	-1	4	1	-5	-8
CCOC(=O)c1ccc(NC2c3ccccc3C(=O)N2c2ccc(C)cn2)cc1 (stereo not drawn)	0.9	-6	2	11	-1	-19	2	4	-4
O=C(CCS(=O)(=O)Cc1ccccc1)NCC1CCCO1 (stereo not drawn)	1.1	5	2	-10	-2	-14	3	-5	4
Cc1cc(C)n(C(=O)CCNC(=O)c2ccccc2Cl)n1	.	-11	5	.	5	-8	4	11	-4
Nc1cc(N)nc(SCCOc2ccccc2)n1	1.4	-3	5	-44	3	-4	3	3	6
COc1cccc(C(C(=O)NC2CCCC2)N(Cc2ccco2)C(=O)c2ccco2)c1OC (stereo not drawn)	.	2	4	.	1	7	-4	-3	-16
CCn1cc(C(=O)Nc2cc3c(cc2NC(C)=O)OCCO3)c(=O)c2ccc(C)nc21	.	-14	5	.	-6	-23	-5	11	-11
O=C(Nc1ccccc1)C1CC=CCC1C(=O)OCC1CCCO1 (stereo not drawn)	0.9	4	3	8	5	7	8	-7	-6
COc1ccc(NC(=O)Cn2nnc(C(=O)NCc3ccco3)c2N)c(OC)c1	0.8	-4	2	19	-1	-19	2	5	-3
CCOC(=O)C1CCN(C(=O)c2cc3c(-c4ccc(OC)c(OC)c4)nn(C)c3s2)CC1	0.1	6	7	95*	0	8	8	-7	-12
CCCn1c(SCC(=O)NCCc2ccccc2)nnc1-c1cccnc1	1.1	3	-2	-13	3	13	3	-4	-11
NC(=O)c1oc2ccc(Cl)cc2c1N	1.2	7	-2	-15	-2	5	8	-8	-6
O=C(Cc1ccccc1)NC1CCN(S(=O)(=O)c2ccc(C(=O)O)cc2)CC1	0.8	-1	8	24	-2	8	5	-2	-14
CCOC(=O)C1CCCN(c2c(N3CCc4ccccc4C3)c(=O)c2=O)C1 (stereo not drawn)	0.5	-12	0	50	9	-26	10	9	-7
CCCCn1c(CCNC(=O)CCC)nc2ccccc21	0.9	2	12	12	7	21	5	-6	-15
Cc1cc(NCc2ccccn2)ccc1Br	0.8	4	.	23	9	1	4	-2	-8
CCCCCC(=O)N/N=C(\C)c1ccc(Cl)cc1	0.7	13	.	32	2	8	15	-8	-1
Cc1cc(N2CCOCC2)c2c(N)cc(C)c(C)c2n1	1.1	-3	1	-8	2	15	7	2	-11
CCOC(=O)CCSCC(=O)Nc1nnc(C)s1	0.7	6	.	30	3	6	9	-8	-18
CCc1[nH]nc2c1C1(C(=O)N(Cc3ccccc3)c3ccccc31)C(C#N)=C(N)O2 (stereo not drawn)	0.1	4	-6	88*	0	-13	14	-8	-4
O=C(O)CC(=O)Nc1cc(Cl)ccc1O	0.8	-6	3	15	0	2	0	9	5
Cc1cc2oc(C(=O)NCc3ccc4c(c3)OCO4)c(C)c2cc1C	0.4	4	3	55*	1	-22	10	-5	-16
CCOC(=O)C1CCCN(c2c(NCC3CCCO3)c(=O)c2=O)C1 (stereo not drawn)	1.1	-4	-1	-5	5	2	6	2	3
COc1ccccc1CNC(=O)CCCNS(=O)(=O)c1cccc2nsnc12	1.3	-4	4	-32	-12	-11	-4	2	-9
COC(=O)Cc1c(C)c2c(O)cc(C)cc2oc1=O	1.8	7	.	-81	-3	0	11	-3	-7
CCC(=O)OCCn1c(=O)c2cc3c(=O)n(CCOC(=O)CC)c(=O)c3cc2c1=O	0.9	9	2	13	6	-11	4	-5	2
O=C(CSc1nc2ccccc2c(=O)[nH]1)c1ccccc1	.	-4	4	.	1	1	7	5	-2
Cc1[nH]c(C(=O)O)c(C)c1C(=O)OC(C)C	1	-12	.	-5	-2	4	8	13	-6
CC(C)NC(=O)Cn1c(SCC(=O)N2c3ccccc3CC2C)nc2ccccc21 (stereo not drawn)	0.1	-6	2	91*	0	-20	6	4	-16
O=C1CC(c2cccc(F)c2)SC(N(c2ccccc2)c2ccccc2)=N1 (stereo not drawn)	0.8	3	.	18	10	3	6	1	-6
COc1cccc(N2CC(C(=O)OC(C)C(=O)c3ccccc3)CC2=O)c1 (stereo not drawn)	0.9	4	1	11	0	6	1	-6	-10
Cc1ccc(OCC(=O)N2CCN(c3ccc([N+](=O)[O-])c(N4CCOCC4)c3)CC2)cc1	0.4	7	.	57*	1	4	10	-6	-7
Cc1ccc(C)c(Oc2nnnn2-c2ccccc2)c1	0.6	1	4	43	5	-27	4	-4	5
CC1(C)CC(=O)C=C(NCCCNC2CCCCC2)C1	1	-12	6	1	-3	-8	1	9	-2
COc1ccc(CCn2c(C)cc(C(=O)CSc3nc(N)cc(=O)[nH]3)c2C)cc1	0.9	-2	7	8	-1	-4	3	-1	-2
Cc1ccc(C(=S)NCS(=O)(=O)c2ccc(C)cc2)cc1	0.6	-2	.	41	2	2	0	0	-11
More results.
SMILES	CYP2C9 activ	LYP inh 2	Candida biofilm	CYP2C9 inhib	EphB4 ephrin blk	Plk1 PBD FP	Rev-RRE block	PTPN22 act	PLK1 inh
Fc1ccc(CN2CCN3CCCC3C2C2CCCCC2)cc1F (stereo not drawn)	1	-6	.	-1	-11	10	-4	10	-2
COc1ccc(S(=O)(=O)N[C@H](C(=O)O)C(C)C)cc1	1.1	-2	4	-10	4	4	6	1	-6
CCCN1C(=O)c2cc(C(=O)Nc3ccccc3CC)ccc2C1O (stereo not drawn)	1	-6	-7	-4	-3	2	-2	6	-7
COc1ccc(OC)c(S(=O)(=O)Nc2ccccc2SC)c1	.	-6	8	.	-7	-6	3	4	-14
Cc1[nH]c2ccc(CNS(=O)(=O)c3ccc(S(=O)(=O)N4CCOCC4)cc3)cc2c1C	0.3	7	-7	71*	5	-9	5	-8	-12
N#CC(C#N)=C/C(C#N)=C(/N)N1CCN(c2ccc(Cl)cc2)CC1	0.9	5	.	10	2	1	9	-2	-14
Cc1ccc(S(=O)(=O)NCCCNS(C)(=O)=O)cc1	1.3	-8	7	-31	2	-6	8	6	-9
CCc1nnc(NC(=O)CSc2nc(-c3ccccc3)cc(-c3ccc(F)cc3)c2C#N)s1	1	7	.	4	-3	4	13	-5	-35
CNC(=O)Cn1c(=O)n(C)c2ccccc21	1.4	-9	8	-37	-2	17	5	8	-5
COc1ccc(NC(=S)NCCc2ccccc2OC)c(OC)c1	1.1	7	-2	-12	5	-31	6	-6	-5
CCOC(=O)N1CCN(c2c(Nc3ccc4c(c3)OCCO4)c(=O)c2=O)CC1	2*	-4	5	-103	4	8	7	3	0
CC(=O)Nc1nonc1-c1ccccc1	1.1	-1	3	-14	-5	22	-3	0	-3
N#Cc1ccccc1NC(=O)CSc1nnc(-c2ccccc2O)n1-c1ccccc1	0.4	7	5	64*	-2	8	6	-7	-7
CN=C1c2cc3cc(OC)ccc3n2CCN1Cc1ccccc1	1	13	2	-3	-4	14	7	-11	-10
O=C1NCCc2c1[nH]c1c(Cl)ccc(Cl)c21	2.4*	3	10	-143	2	7	2	-5	-12

4 neighbouring records out of the list so far, for reference:
SMILES	CYP2C9 activ	LYP inh 2	Candida biofilm	CYP2C9 inhib	EphB4 ephrin blk	Plk1 PBD FP	Rev-RRE block	PTPN22 act	PLK1 inh
N#CC(C#N)=C/C(C#N)=C(/N)N1CCN(c2ccc(Cl)cc2)CC1	0.9	5	.	10	2	1	9	-2	-14
Cc1ccc(S(=O)(=O)NCCCNS(C)(=O)=O)cc1	1.3	-8	7	-31	2	-6	8	6	-9
CCc1nnc(NC(=O)CSc2nc(-c3ccccc3)cc(-c3ccc(F)cc3)c2C#N)s1	1	7	.	4	-3	4	13	-5	-35
CNC(=O)Cn1c(=O)n(C)c2ccccc21	1.4	-9	8	-37	-2	17	5	8	-5

Following part:
SMILES	CYP2C9 activ	LYP inh 2	Candida biofilm	CYP2C9 inhib	EphB4 ephrin blk	Plk1 PBD FP	Rev-RRE block	PTPN22 act	PLK1 inh
O=C(Nc1ccc2c(c1)OCCO2)c1c(F)c(F)c(F)c(F)c1F	1.3	-5	1	-29	2	-6	6	4	-8
OCCN1CCOCCN(CCO)CCN(CCO)CC1	1.1	-9	0	-8	-4	-30	6	5	-12
Cc1ccccc1Cn1cc(S(=O)(=O)CC(=O)Nc2nccs2)c2ccccc21	.	-5	6	.	1	4	11	5	-14
CCc1nnc(NC(=O)CSc2nnc(-c3ccc(S(=O)(=O)N(CC)CC)cc3)n2CC)s1	0.7	-2	1	32	3	9	7	-1	-1

3 of the entries above in order of the CYP2C9 activ value, rising.
compound,CYP2C9 activ
CCc1nnc(NC(=O)CSc2nnc(-c3ccc(S(=O)(=O)N(CC)CC)cc3)n2CC)s1,0.7
OCCN1CCOCCN(CCO)CCN(CCO)CC1,1.1
O=C(Nc1ccc2c(c1)OCCO2)c1c(F)c(F)c(F)c(F)c1F,1.3
